# FBW7 act: human FBW7 E3 ligase activation, primary screen; Q969H0; AlphaScreen FBW7–phospho-cyclin E peptide binding, activator screen; normalized activity (activation), % at 26.1 µM; actives 0.13% (n = 650,000); AID 1259310; in the data active means normalized activity above about 1.9%;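 further: purified mutant Fbw7 with reduced substrate affinity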
# Target sequence (Q969H0 whole entry, looked up): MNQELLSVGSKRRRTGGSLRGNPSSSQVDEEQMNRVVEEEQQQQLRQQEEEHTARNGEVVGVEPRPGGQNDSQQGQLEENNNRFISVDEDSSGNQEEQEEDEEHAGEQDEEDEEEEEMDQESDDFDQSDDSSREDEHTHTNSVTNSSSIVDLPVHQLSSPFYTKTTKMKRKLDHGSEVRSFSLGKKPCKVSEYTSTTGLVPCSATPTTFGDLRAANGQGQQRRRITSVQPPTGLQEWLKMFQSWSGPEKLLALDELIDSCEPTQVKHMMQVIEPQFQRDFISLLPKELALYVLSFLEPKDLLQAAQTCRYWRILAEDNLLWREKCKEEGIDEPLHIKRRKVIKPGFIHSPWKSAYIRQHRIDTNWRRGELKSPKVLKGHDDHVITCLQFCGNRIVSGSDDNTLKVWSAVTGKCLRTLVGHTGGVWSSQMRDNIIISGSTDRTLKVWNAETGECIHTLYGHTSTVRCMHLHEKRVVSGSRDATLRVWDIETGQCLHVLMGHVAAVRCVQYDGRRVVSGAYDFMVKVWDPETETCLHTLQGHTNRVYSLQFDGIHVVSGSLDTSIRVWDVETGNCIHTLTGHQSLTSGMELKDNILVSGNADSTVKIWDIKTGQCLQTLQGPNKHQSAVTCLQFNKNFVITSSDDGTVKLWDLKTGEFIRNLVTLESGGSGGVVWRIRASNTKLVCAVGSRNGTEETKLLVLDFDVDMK
# GPR151 ag: activators of human GPR151; PathHunter beta-arrestin GPR151 cells, luminescence; activation, % at 11.2 µM; actives 1% (n = 650,000); in the data active means activation above about 4.9%;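 further: 0% = median of compound wells and 100% = cells with positive control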
# Target sequence (Q8TDV0 whole entry, looked up): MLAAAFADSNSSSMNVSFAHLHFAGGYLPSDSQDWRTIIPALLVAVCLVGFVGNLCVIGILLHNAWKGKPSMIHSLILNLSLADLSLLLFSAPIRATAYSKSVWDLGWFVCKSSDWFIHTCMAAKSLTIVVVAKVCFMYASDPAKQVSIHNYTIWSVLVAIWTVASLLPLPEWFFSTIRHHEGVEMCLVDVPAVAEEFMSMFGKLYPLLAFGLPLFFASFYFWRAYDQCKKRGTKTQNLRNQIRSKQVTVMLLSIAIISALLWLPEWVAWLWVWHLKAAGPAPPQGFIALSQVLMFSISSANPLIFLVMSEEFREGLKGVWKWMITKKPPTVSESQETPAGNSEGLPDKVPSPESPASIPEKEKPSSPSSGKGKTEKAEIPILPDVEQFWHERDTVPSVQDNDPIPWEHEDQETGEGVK
# MITF inh: blocks human microphthalmia-associated transcription factor; O75030; AlphaScreen MITF homodimerization, bead proximity signal; inhibition, % at 2.6 µM; actives 0.91% (n = 650,000); AID 1259374; in the data active means inhibition above about 50%;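 further: 0% = vehicle wells with protein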
# TEAD-YAP block: TEAD-YAP interaction inhibition; AID 1259422; inhibition, % at 9.12 µM; actives 1.4% (n = 640,000); HEK-TIYL cells, TEAD-Gal4/YAP UAS-luciferase luminescence; in the data active means inhibition above about 32%;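 further: 0% = median of test compound wells and 100% = reference inhibitor wells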
# * hit, by the source's call.
SMILES,FBW7 act,GPR151 ag,MITF inh,TEAD-YAP block
COC(=O)c1ccccc1NC(=O)c1sc2ncn(Cc3ccccc3Cl)c(=O)c2c1C,0.4,-0.5,5,-1
CC(C)C[C@H]1NC(=O)[C@H]2CN(Cc3cnn(-c4ccccc4Cl)c3)CCN2C1=O,-0.1,-1.1,7,6
CCOC(=O)C1=C(C(F)(F)F)Nc2nnnn2C1c1ccc(Br)cc1 (configuration not stated),0.0,-1.3,-3,-7
COc1ccccc1-c1cc(C(=O)NCCCN2CCOCC2)c2ccccc2n1,-0.1,0.2,-3,-2
COc1cc(C(=O)NCCN(C)C)cc(OC)c1OC,0.0,-0.1,4,-3
CCOC(=O)c1c(NC(=O)CSc2nnc(CNC(=O)c3ccc([N+](=O)[O-])cc3)n2-c2ccccc2OC)sc2c1CCC2,0.1,0.4,-5,0
CC(=O)c1ccc(NC(=O)c2oc3ccc(C)cc3c2C)cc1,0.0,0.4,5,-16
COc1ccc(-c2cncc(C(=O)NCCN(C(C)C)C(C)C)c2)cn1,-0.2,1.0,6,-1
CC(C)C[C@@H]1NC(=O)[C@@H]2C[C@H](NC(=O)c3ccc4ccccc4c3)CN2C1=O,0.7,-1.7,22,5
O=C(CSc1nnnn1-c1ccccc1Cl)NCc1ccccc1,-0.1,-0.7,7,4
CCCCC(=O)NC(=S)NNC(=O)c1ccccc1O,-0.8,0.6,10,12
Cc1ccccc1C(=O)Nc1ccccc1N,0.0,-0.8,4,4
COc1ccc(CN2CCC(N3CCCCC3)CC2)cc1OC,-0.1,-0.5,38,7
CCOC(=O)CSc1nc(C(C)C)nc2ccccc12,0.6,-1.3,1,3
O=C(CSc1nnc2ccccn12)Nc1ccc(Cl)c(Cl)c1,0.1,-1.5,3,5
COc1ccc(-n2nnnc2CN2CCN(S(=O)(=O)c3cc(C)ccc3C)CC2)cc1,0.3,-1.4,9,15
CCOc1ccccc1C(=O)N[C@H](C(=O)Nc1sc2c(c1C(N)=O)CCC2)C(C)C,-0.1,-0.4,-9,-3
COCCn1c(Sc2nc(C)cs2)nc2c1c(=O)[nH]c(=O)n2C,0.0,-1.0,3,0
Cc1ccc(S(=O)(=O)Nc2ccc(NC(=O)c3cccc([N+](=O)[O-])c3)cc2)cc1,-0.1,0.3,11,4
Cc1cc(C)c(S(=O)(=O)N(CC(=O)N2CCOCC2)Cc2ccccc2)c(C)c1,-0.3,4.2,-3,-10

# Entries of single compounds from above. Order of screens: FBW7 act, GPR151 ag, MITF inh, TEAD-YAP block
# COc1ccc(-n2nnnc2CN2CCN(S(=O)(=O)c3cc(C)ccc3C)CC2)cc1 is listed as 0.3, -1.4, 9, 15
# COc1ccc(CN2CCC(N3CCCCC3)CC2)cc1OC is listed as -0.1, -0.5, 38, 7

# Other records follow:
SMILES,FBW7 act,GPR151 ag,MITF inh,TEAD-YAP block
CC(C)CCNC(=O)C1CCC(=O)N1C(C)C (configuration not stated),-0.1,5.2*,8,-6
CC(NC(=O)CSCCSCC(=O)NC(C)c1ccccc1)c1ccccc1 (configuration not stated),0.1,-0.1,15,3
Cc1cc(CN(C)Cc2c(C(=O)N(C)CCc3ccccc3)nc3c(C)cccn23)n[nH]1,0.1,-0.4,11,2
CC(C)CC(C(=O)Nc1cccc(F)c1)N1Cc2ccccc2C1=O (configuration not stated),0.0,0.1,-15,3
Cc1cc(C)n2c(SCC(=O)NC3CCCCC3C)nnc2n1 (configuration not stated),0.8,-0.8,13,-6
COc1ccc(-c2noc(C3CC(=O)N(c4ccc(C)c(Cl)c4)C3)n2)c(OC)c1 (configuration not stated),0.0,-2.3,-7,1
O=Cc1cn(CC(O)Cn2cc(C=O)c3ccccc32)c2ccccc12,0.4,-0.7,23,2
COc1cc2c(cc1OC)C(C(=O)O)C(c1ccc(SC)cc1)N(C)C2=O (configuration not stated),0.0,0.0,15,-1
COc1ccc(CCNC(=O)c2ccc3ccccc3c2)cc1,1.1,0.8,10,-12
Cc1ccc(OCC(=O)N/N=C/c2cc(Cl)ccc2O)cc1C,0.1,-1.0,10,-8
CCOC(=O)C(NC(=O)c1ccco1)(Nc1sc2c(c1C#N)CCCC2)C(F)(F)F (configuration not stated),0.5,1.9,22,-10
Cc1nnsc1C(=O)NC(C)c1cnn(-c2cccc3ccccc23)c1C (configuration not stated),0.0,0.9,5,17
O=c1c2c([N+](=O)[O-])cc([N+](=O)[O-])cc2sn1Cc1ccccc1,-0.2,-0.9,-14,8
CC(=O)Nc1ccc(S(=O)(=O)Nc2cc(C)c(-n3nc4ccccc4n3)cc2O)cc1,0.1,-0.3,15,8
COCCN(C(=S)Nc1cccc(OC)c1)C(C)c1ccco1 (configuration not stated),-0.2,-0.5,-1,-11
O=[N+]([O-])c1ccc(C2Nc3ccc(I)cc3C3C=CCC32)cc1 (configuration not stated),-0.2,0.9,-9,-4
CCc1ccc(C2=NC(c3ccc(OC)c(OC)c3)NC(c3ccccc3O)C2)cc1 (configuration not stated),0.1,0.6,15,-54
O=C(CC1C(=O)NCCN1Cc1ccoc1)NCc1n[nH]c2c1CCC2 (configuration not stated),-0.1,2.6,-7,8
Nc1ncc(-c2cccc3ccccc23)nc1N1CCC(C(=O)O)CC1,-0.3,3.0,-12,6
COc1ccc(-c2nc(NCc3ccccc3)c3ncn(C4CCCCC4)c3n2)cc1,0.0,1.0,0,6
COc1cc(N2CCOCC2)ccc1Nc1cc(Nc2ccccc2NC(C)=O)c(C(F)(F)F)cn1,-0.1,-0.8,-7,46*
Cc1ccccc1NCC(=O)N/N=C/c1c[nH]c2ccccc12,0.6,-0.6,18,7
COc1ccc(C(=O)N[C@H](C(=O)NCc2ccc(C)cc2)C(C)C)cc1,0.1,0.0,-2,-4
O=C(CCCC(=O)N1CCN(Cc2ccccc2)CC1)N1CCN(Cc2ccccc2)CC1,0.0,0.3,-7,19
NC(=O)CN1CCN(S(=O)(=O)c2ccc(Cl)cc2)CC1,0.4,-0.9,8,-19
CCOC(=O)C1=C(N)N(c2cccc(C)c2)C2=C(C(=O)CCC2)C1c1ccc2c(c1)OCO2 (configuration not stated),0.2,1.1,-2,11
O=C(NC1CCN(S(=O)(=O)c2ccc(F)cc2)CC1)C1CCCCC1,0.3,-0.6,5,-8
O=C(Nc1ccccc1)c1ccc(S(=O)(=O)N(CCO)CCO)cc1,0.3,2.0,14,7
CCn1c(=O)c2sccc2n2c(CCCC(=O)Nc3ccc(OC)cc3)nnc12,0.1,3.7,11,6
O=C(NC[C@H](O)CO)c1cccnc1Nc1ccc2[nH]ncc2c1,0.9,0.8,18,-5
COc1ccccc1N1C(=O)c2ccc(C(=O)OCC(=O)c3ccc(C)c([N+](=O)[O-])c3)cc2C1=O,-0.1,0.1,-5,-3
CCCn1c(=O)c(C(=O)Nc2nc(CC(=O)OCC)cs2)c(O)c2ccccc21,0.3,2.7,21,2
CSc1nc2ccc(NC(=O)CSc3nc4ccc([N+](=O)[O-])cc4s3)cc2s1,-0.1,-0.7,0,13
O=C1CN(C(=S)Nc2ccc(OC(F)F)cc2)CCN1,0.0,-1.6,0,-2
CN=C(NS(=O)(=O)c1ccc(Cl)cc1)c1ccc(Cl)cc1,0.1,0.3,5,15
CCCONC(=Nc1ccc(C)cc1)c1nonc1N,0.0,-1.7,13,8
Cc1ccc(NC(=O)CN2C(=O)N/C(=C/c3ccc4c(c3)OCCO4)C2=O)cc1,-0.2,3.1,6,4
CCOc1cc(/C=C(/C#N)C(=O)Nc2ccc(O)cc2)cc(Br)c1O,-0.2,-0.8,-9,56*
COCCO[C@H]1[C@H](NC(=O)C(C)C)c2ccccc2C12CCN(C(=O)C=C(C)C)CC2,0.0,-0.9,-10,-2
COc1cccc(-c2ccc(NC(=O)C3CCCN(Cc4cnc(C)nc4)C3)cc2)c1 (configuration not stated),-0.1,1.8,-6,3
O=C(Nc1ccc(I)cc1)C(Cc1c[nH]c2ccccc12)NC(=O)C(c1ccccc1)c1ccccc1 (configuration not stated),-0.1,-0.2,-7,-6
COc1ccc(C(O)c2nc3ccccc3n2Cc2ccc(C(C)(C)C)cc2)cc1 (configuration not stated),0.0,0.9,7,5
O=c1oc(-c2ccccc2Oc2ccccc2-c2nc3ccccc3c(=O)o2)nc2ccccc12,-0.1,-0.3,9,2
COc1ccc(/C=C/C(=O)c2c(O)c3ccccc3oc2=O)cc1,0.0,-0.8,11,6
Cc1nnc(SCC(=O)Nc2ccccc2C(F)(F)F)[nH]c1=O,-0.1,2.3,-12,8
COCCCNC(=O)c1ccc(Cn2c(=O)c3ccccc3n(CC(N)=O)c2=O)cc1,0.0,2.2,-1,-5
CC(C)(C)c1ccc(Oc2c(C(F)(F)F)oc3c(CN4CCOCC4)c(O)ccc3c2=O)cc1,-0.1,1.2,-14,18
Cc1cc(N2CCCC2)ccc1CN1CCc2c(nc(N3CC(C)OC(C)C3)[nH]c2=O)C1 (configuration not stated),0.0,1.4,1,3
CCC(C)C(NS(=O)(=O)c1ccc(C)cc1)C(=O)NCCCOC (configuration not stated),0.1,1.1,5,-7
CN1CCN(Cc2ccc(NC(=O)c3cccc(-n4cc(NC(=O)Cc5ccccc5)cn4)c3)cc2)CC1,-0.1,-0.3,-3,-7
# (more compounds)
SMILES,FBW7 act,GPR151 ag,MITF inh,TEAD-YAP block
CCCc1ccc(Oc2c(-c3ccc(O)c(C)c3O)n[nH]c2C(F)(F)F)cc1,0.0,1.2,1,3
CC(CC(=O)NCc1ccc(F)cc1)c1ccccc1 (configuration not stated),0.1,0.0,-3,3
O=C(Cn1c2ccccc2c(=O)c2ccccc21)N1CCN(Cc2ccccc2)CC1,0.0,0.9,3,23
O=C(NNC(=O)c1nc[nH]c1C(=O)Nc1ccc(Cl)cc1)c1ccccc1Cl,-0.1,1.8,-7,19
CCC(C)[C@@H](C(=O)O)N1Cc2ccccc2C1=O (some centres not stated),-0.1,0.8,-12,-9
COc1ccc(-c2c(C#N)c(N)nc3c2CCCCCCCCCC3)cc1,0.2,0.3,15,2
COC(=O)c1nn2c(C(F)(F)F)cc(-c3cccs3)nc2c1Cl,0.2,-1.0,1,-4
COc1cccc2cc(-c3csc(NC(=O)CCC(=O)O)n3)c(=O)oc12,-0.1,1.3,-4,-31
O=S(=O)(c1ccc(N2CCCC2)cc1)c1ccc(N2CCCC2)cc1,0.2,1.9,10,4
O=C1CC(n2nnn(C3CCCCC3)c2=S)C2COC1O2 (configuration not stated),0.2,-0.3,10,13
CCCCNc1c(N2CCN(C(=O)OCC)CC2)c(=O)c1=O,-0.1,-0.4,2,-6
C/C(=N\NC(=O)C1CCN(C(=O)c2ccccc2)CC1)c1ccc(O)cc1O,-0.2,0.8,0,-6
Nc1nnc(Cc2ccccc2)s1,-0.2,-1.4,-7,-8
O=[N+]([O-])c1ccc(NC(=S)Nc2ccc3c(c2)OCCO3)cc1,-0.1,-1.0,7,20
O=C(CN(c1cc(C(F)(F)F)ccc1Cl)S(=O)(=O)c1ccccc1)Nc1ccc(S(=O)(=O)N2CCCCC2)cc1,-0.1,0.8,8,-2
O=C(NC(=O)C(F)(F)F)Nc1cccc([N+](=O)[O-])c1,0.0,0.7,-10,2
N#Cc1cnn(-c2nc(-c3ccc(Cl)c(Cl)c3)cs2)c1N,0.3,-0.6,-3,9
COc1cc(C(=O)Oc2coc(CSc3nccc(C)n3)cc2=O)cc(OC)c1OC,-0.3,0.0,-4,6
Cc1ccc(CN(CC(=O)O)S(=O)(=O)c2ccc(Cl)cc2)cc1,-0.1,1.0,-11,-7
Cc1cc(N)n2c(nc3ccccc32)c1C#N,-0.1,0.8,-5,-3
CSCCC(=O)Nc1ccc(S(=O)(=O)c2ccc([N+](=O)[O-])cc2)cc1,-0.3,1.3,8,6
Brc1ccc2c(ccc[n+]2C/C=C/c2ccccc2)c1,-0.1,6.2*,-3,14
Cc1n[n+]2c3c(cnc2s1)CC/C3=C/c1cccc([N+](=O)[O-])c1,0.2,1.0,13,3
CCCCSc1nnc2c(n1)OC(c1ccsc1)N(C(C)=O)c1ccccc1-2 (configuration not stated),0.0,0.5,5,15
O=C(Nc1cc(Oc2ccccc2)cc([N+](=O)[O-])c1)c1nn2c(C(F)(F)F)cc(-c3ccc(Cl)cc3)nc2c1Cl,-0.7,1.5,-4,-12
CC(=O)Oc1ccccc1CN1C(=O)C(C)Sc2ccccc21 (configuration not stated),-0.2,0.3,4,6
COc1cc(/C=C/C(=O)Nc2ccc(C#N)cc2)ccc1OC(F)F,0.2,-2.3,7,-4
CC(=O)C(Cc1ccc(Cl)nc1)Cc1ccc(Cl)nc1,0.5,-0.2,8,-3

# Filtered by structure, those above containing an NH in an aromatic ring.
SMILES,FBW7 act,GPR151 ag,MITF inh,TEAD-YAP block
COCCn1c(Sc2nc(C)cs2)nc2c1c(=O)[nH]c(=O)n2C,0.0,-1.0,3,0
Cc1cc(CN(C)Cc2c(C(=O)N(C)CCc3ccccc3)nc3c(C)cccn23)n[nH]1,0.1,-0.4,11,2
O=C(CC1C(=O)NCCN1Cc1ccoc1)NCc1n[nH]c2c1CCC2 (configuration not stated),-0.1,2.6,-7,8
Cc1ccccc1NCC(=O)N/N=C/c1c[nH]c2ccccc12,0.6,-0.6,18,7
O=C(NC[C@H](O)CO)c1cccnc1Nc1ccc2[nH]ncc2c1,0.9,0.8,18,-5
O=C(Nc1ccc(I)cc1)C(Cc1c[nH]c2ccccc12)NC(=O)C(c1ccccc1)c1ccccc1 (configuration not stated),-0.1,-0.2,-7,-6
Cc1nnc(SCC(=O)Nc2ccccc2C(F)(F)F)[nH]c1=O,-0.1,2.3,-12,8
Cc1cc(N2CCCC2)ccc1CN1CCc2c(nc(N3CC(C)OC(C)C3)[nH]c2=O)C1 (configuration not stated),0.0,1.4,1,3
CCCc1ccc(Oc2c(-c3ccc(O)c(C)c3O)n[nH]c2C(F)(F)F)cc1,0.0,1.2,1,3
O=C(NNC(=O)c1nc[nH]c1C(=O)Nc1ccc(Cl)cc1)c1ccccc1Cl,-0.1,1.8,-7,19

# High-throughput results from PubChem BioAssay.
